Assay outcomes deposited in PubChem BioAssay by several laboratories.
PPARg SRC2 recr = PPARgamma-driven SRC-2 recruitment agonism | P37231 | AID 1032 | 200,000 tested, 0.34% active | PPARgamma LBD-SRC-2 recruitment, biochemical | activation, % at 8 µM; in the data active = activation above about 22%;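 note: 0% = vehicle and 100% = reference agonist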
Target sequence (P37231 whole entry, looked up, the tested form may be a part): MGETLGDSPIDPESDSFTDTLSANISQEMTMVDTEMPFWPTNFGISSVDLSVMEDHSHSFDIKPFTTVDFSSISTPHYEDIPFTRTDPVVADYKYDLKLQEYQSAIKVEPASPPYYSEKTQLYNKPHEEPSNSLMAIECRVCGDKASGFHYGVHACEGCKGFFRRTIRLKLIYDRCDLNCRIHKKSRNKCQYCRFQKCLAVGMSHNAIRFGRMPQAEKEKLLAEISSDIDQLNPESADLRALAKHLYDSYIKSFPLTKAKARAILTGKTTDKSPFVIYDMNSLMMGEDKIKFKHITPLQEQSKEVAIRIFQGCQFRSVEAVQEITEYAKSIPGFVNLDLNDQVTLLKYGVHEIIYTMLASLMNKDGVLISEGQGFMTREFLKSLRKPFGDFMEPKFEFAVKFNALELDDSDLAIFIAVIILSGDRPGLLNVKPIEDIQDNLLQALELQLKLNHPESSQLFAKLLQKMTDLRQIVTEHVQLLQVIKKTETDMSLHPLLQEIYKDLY
TR-FRET SRC-2 ct = flags TR-FRET format artefacts in PPARgamma SRC-2 recruitment agonist screen; TR-FRET artefact counter-screen; stronger effect = higher value; TR-FRET ratio at 8 µM; 200,000 tested, 0.4% active; AID 1049; in the data active = TR-FRET ratio above about 2000; note: inactives centre near 1500
TNAP inh no acc = inhibitors of human TNAP without phosphate acceptor; P05186; purified TNAP, CDP-star luminescence, 30 min; inhibition, % at 20 µM; 200,000 tested, 0.26% active; AID 1012;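 active = tissue-nonspecific alkaline phosphatase inhibition above about 50% at 20 µM in the single-dose screen, limit read from the data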;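 note: 0% = DMSO negative control and 100% = EDTA positive control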
bIAP act = increases bovine intestinal alkaline phosphatase activity; purified bovine IAP, CDP-star luminescence, 30 min; stronger effect = higher value; fold of DMSO-control signal, blank-subtracted; activation factor at 20 µM; 200,000 tested, 0.17% active;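 active = activation factor of 2 or more at 20 µM, a signal rise over negative controls twice the positive control's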
Efa HMGR inh = E. faecalis class II HMG-CoA reductase inhibition; inhibition, % at 10 µM; purified E. faecalis HMGR, NADPH absorbance 340 nm kinetic; 190,000 tested, 0.41% active;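 active = inhibition above a set limit, the median over all tested compounds plus 3 SD, cut at about 9.5% in these data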;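 note: enzyme runs in reverse so mevalonate oxidation gives rising NADPH absorbance; 0% = complete reaction with DMSO and 100% = background rate lacking mevalonate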
PPARg SRC3 recr = PPARgamma-driven SRC-3 recruitment agonism. P37231. biochemical PPARgamma/SRC-3 coactivator recruitment assay. activation, % at 8 µM. 200,000 tested, 0.26% active. AID 731; in the data active = activation above about 23%;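 note: 0% = DMSO and 100% = reference agonist; some compounds past the cut are filed as inactive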
TNAP act hiacc = TNAP (human) activation, high acceptor; P05186; purified TNAP, CDP-star luminescence, 1 M DEA, 30 min; stronger effect = higher value; 0 = EDTA background, 1 = DMSO-only activity; activation factor at 20 µM; 200,000 tested, under 10 active;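 active = activation factor at least 2 at 20 µM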
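Control set: EDTA negative control, DMSO positive control / Assay system: human TNAP / Quantity: TNAP 1/800 final / Evaluation: TNAP activation factor scaled between EDTA and DMSO control wells / Measured by: luminescent substrate turnover signal / Compound dosing: one dose, 20 µM / Times: 30 min enzyme reaction at room temperature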
PPARg SRC1 recr = promotes SRC-1 coactivator recruitment by human PPARgamma; P37231; PPARgamma-SRC-1 coactivator recruitment biochemical assay; activation, % at 8 µM; 200,000 tested, 0.41% active; AID 631; in the data active = activation above about 19%;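 note: 0% = DMSO and 100% = reference agonist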
bIAP inh = blocks bovine intestinal alkaline phosphatase activity; 190,000 tested, under 10 active; inhibition, % at 20 µM; purified bovine IAP, CDP-star luminescence, 30 min;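 active = over 50% inhibition of intestinal alkaline phosphatase at 20 µM in the single-dose screen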
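Incubation: 30 min reaction at room temperature / Material: purified bovine intestinal alkaline phosphatase (IAP) enzyme / Input: enzyme at 1/65,000,000 dilution / Dosing: 20 µM single dose / Signal: CDP-star luminescence signal / Reagent: CDP-star chemiluminescent phosphatase substrate, 30 µM final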
TNAP inh hiacc = inhibitors of human TNAP at high phosphate acceptor concentration. 200,000 tested, 0.03% active. purified TNAP, CDP-star luminescence, 1 M DEA. inhibition, % at 20 µM. AID 1135. P05186;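 active = over 50% inhibition of tissue-nonspecific alkaline phosphatase at 20 µM in the single-dose screen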;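 note: plate controls were DMSO wells for no effect and EDTA-quenched wells as full inhibition for full effect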
Starred values were filed as active, the others as inactive; / = not tested or not shown.

#1 CCC(C)n1c(SCC(=O)NC(=O)c2cccn2C)nc2ccccc2c1=O (centres undefined)
#2 COc1cc2cc(CN(Cc3nnnn3C3CCCC3)C3CCCC3)c(=O)[nH]c2cc1OC
#3 O=C1NC2(CCCCCC2)C(=O)N1Cc1ccc([N+](=O)[O-])cc1
#4 O=C(/C=C/c1cccs1)c1ccc(NC(=O)c2ccccc2F)cc1
#5 CC(=O)Nc1nc(CC(C)C)cc2c1c(=O)oc1ccccc12
#6 CCOC(=O)C1=C(C)NC(SC)=NC1c1ccccc1 (centres undefined)

| entry no. | 1 | 2 | 3 | 4 | 5 | 6 |
| --- | --- | --- | --- | --- | --- | --- |
| PPARg SRC2 recr | 10 | / | 3 | 10 | 10 | 1 |
| TR-FRET SRC-2 ct | 1525 | / | 1518 | 1730 | 1474 | 1517 |
| TNAP inh no acc | -16 | -7 | 5 | 1 | -9 | -10 |
| bIAP act | 1 | 1.1 | 0.9 | 1 | 0.9 | 0.5 |
| Efa HMGR inh | 2 | / | 1 | 18* | -4 | 1 |
| PPARg SRC3 recr | -1 | / | -3 | 2 | -2 | 9 |
| TNAP act hiacc | 1 | 1.1 | 1 | 1 | 1.1 | 1 |
| PPARg SRC1 recr | 8 | / | 9 | 18 | 2 | 10 |
| bIAP inh | -4 | -6 | 9 | -5 | 7 | / |
| TNAP inh hiacc | -1 | -6 | 3 | 3 | -10 | -5 |

#7 O=c1ccnc(SCCC(F)=C(F)F)[nH]1
#8 COc1cc(C(=O)NNC(=O)Nc2ccc([N+](=O)[O-])cc2)cc(OC)c1OC
#9 CCCc1[nH]nc2c1C(c1ccc(OC(=O)N3CCOCC3)cc1)C(C#N)=C(N)O2 (centres undefined)
#10 Cc1ccc(-n2ncc(Br)c(Br)c2=O)cc1
#11 CN(Cc1ccccc1)CC(O)COc1ccc(CNCCc2cccnc2)cc1 (centres undefined)
#12 O=C(c1cccs1)N(CCO)Cc1cc2cc3c(cc2[nH]c1=O)OCCO3

| entry no. | 7 | 8 | 9 | 10 | 11 | 12 |
| --- | --- | --- | --- | --- | --- | --- |
| PPARg SRC2 recr | 4 | 3 | 4 | 17 | 1 | 3 |
| TR-FRET SRC-2 ct | 1707 | 1400 | 1704 | 1799 | 1649 | 1736 |
| TNAP inh no acc | -3 | 5 | 11 | -2 | 0 | -4 |
| bIAP act | 1 | 1.1 | 1 | 0.9 | 1.2 | 0.9 |
| Efa HMGR inh | -6 | 0 | 0 | -5 | 3 | -6 |
| PPARg SRC3 recr | 4 | 8 | 4 | 18 | 1 | -3 |
| TNAP act hiacc | 1 | 0.9 | 1 | 1 | 1 | 1.1 |
| PPARg SRC1 recr | 5 | 2 | 0 | 16 | 9 | 12 |
| bIAP inh | 4 | -6 | -3 | 10 | -17 | 7 |
| TNAP inh hiacc | -3 | 7 | -1 | 2 | -4 | -7 |

#13 CN1CCN(c2ccc(NC(=O)c3ccc(-c4cccc([N+](=O)[O-])c4)o3)cc2)CC1
#14 Cc1cccc(NC(=O)CN2C(=O)c3ccccc3C2=O)c1C
#15 O=C(NC1CCS(=O)(=O)C1)/C(=C\c1ccc(F)cc1)NC(=O)c1ccccc1 (centres undefined)
#16 Cc1cc(-c2csc3nc[nH]c(=S)c23)cc(C)c1C
#17 N#CCC(=O)N/N=C/c1cc([N+](=O)[O-])ccc1N1CCCC1
#18 CC(C)Sc1cc(N2CCOCC2)nc(-c2ccc(Cl)cc2)n1

| entry no. | 13 | 14 | 15 | 16 | 17 | 18 |
| --- | --- | --- | --- | --- | --- | --- |
| PPARg SRC2 recr | 9 | 8 | 7 | 0 | 9 | 5 |
| TR-FRET SRC-2 ct | 1577 | 1447 | 1648 | 1580 | 1603 | 1664 |
| TNAP inh no acc | -3 | -15 | 4 | -21 | 10 | -5 |
| bIAP act | 1.1 | 1 | 1 | 0.9 | 0.8 | 1 |
| Efa HMGR inh | 2 | 7 | -2 | 2 | -3 | 0 |
| PPARg SRC3 recr | 7 | -1 | 5 | 4 | -5 | 3 |
| TNAP act hiacc | 1 | 1 | 1 | 1.1 | 0.8 | 1 |
| PPARg SRC1 recr | 3 | -6 | 7 | 8 | -1 | 6 |
| bIAP inh | -7 | -1 | -3 | 9 | 17 | 1 |
| TNAP inh hiacc | -1 | -4 | -3 | -8 | 16 | -2 |

The results go on.
Assay codes: A = PPARg SRC2 recr; B = TR-FRET SRC-2 ct; C = TNAP inh no acc; D = bIAP act; E = Efa HMGR inh; F = PPARg SRC3 recr; G = TNAP act hiacc; H = PPARg SRC1 recr; I = bIAP inh; J = TNAP inh hiacc
19	CCCCCCC(=O)Nc1nc(C)c(-c2csc(Nc3cccc(OC)c3)n2)s1
  A: 0 | B: 1586 | C: -1 | D: 0.9 | E: -1 | F: 8 | G: 1 | H: -1 | I: 10 | J: -4

20	CCN(CC)c1ccc(C(=O)Nc2ccccc2)cc1[N+](=O)[O-]
  A: 2 | B: 1784 | C: -1 | D: 0.9 | E: 3 | F: 3 | G: 0.9 | H: 2 | I: 12 | J: 6

21	CC(c1ccccn1)N(Cc1ccco1)C(=S)Nc1cccc(F)c1 (centres undefined)
  A: 6 | B: 1443 | C: -2 | D: 0.8 | E: 2 | F: 1 | G: 1 | H: -2 | I: 15 | J: 2

22	CN(C)c1ccc(C(=O)OCc2ccc(Br)cc2)cc1
  A: -7 | B: 1415 | C: -21 | D: 0.5 | E: -4 | F: -6 | G: 1 | H: -1 | I: / | J: -5

23	CCOC(=O)c1sc(NC(=O)c2cncc(Br)c2)nc1C
  A: -7 | B: 1438 | C: -9 | D: 0.9 | E: -6 | F: 13 | G: 1 | H: 7 | I: 14 | J: -2
